Myeloid diff 2: compounds promoting myeloid differentiation | ER-HoxA9 myeloid progenitors, lysozyme-GFP differentiation, flow cytometry | calls only at 10 µM | hit rate 1% among 360,000;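 active = normalized GFP-positive differentiation at or above the plate's own cutoff, the solvent-only control mean plus 3 SD; inconclusive = no clear call, values can overlap the other calls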;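 note: cells exposed to compound for four days before flow analysis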
Myeloid diff 2 GFP+ MAC1+ %: also measured in Myeloid diff 2; calls as there; GFP+ MAC1+ double positive, %; measured here: differentiation confirmed by MAC1 staining
Active calls of the source: *; i = inactive; ? = inconclusive; · = not tested or not shown; + = active, no number. Some of the compounds tested. The share of hits here may be higher or lower than overall.

SMILES | Myeloid diff 2 | Myeloid diff 2 GFP+ MAC1+ %
O=C(Nc1ncccc1O)c1ccc(Cl)c(S(=O)(=O)N2CCCC2)c1 | i | 1.4
Cc1cc(Br)cn2c(Cc3ccccc3C(F)(F)F)c(C3CCCCC3)nc12 | i | 0.5
COC(=O)C[C@H]1CC[C@@H]2[C@H](COC[C@H](O)CN2S(=O)(=O)c2ccccc2OC)O1 | i | 1.9
Cc1cc(C(=O)NCC2CCCO2)sc1C (configuration not stated) | i | 1.0
COc1cccc(CNC(=O)COC(=O)CCS(=O)(=O)c2ccc(C)cc2)c1 | i | 0.8
COc1cc(/C=C/C(O)=C/C(=O)/C=C/c2ccc(O)cc2)ccc1O | i | 1.9
CCOC(=O)[C@]12CCCC=C1N(Cc1ccccc1)C(=O)[C@H](CC(=O)NCC13CC4CC(CC(C4)C1)C3)C2 | i | 4.1
NS(=O)(=O)c1ccc(CNC(=O)c2ccc(NS(=O)(=O)c3cccs3)cc2)cc1 | i | 0.6
Cc1cccc(NC(=O)COC(=O)CCc2c[nH]c3ccccc23)c1C | i | 1.1
CC(C)C[C@H]1CN(CCCC[C@H]2CNC(=O)C(=O)N2CCC2CCCCC2)C(=O)C(=O)N1CC1CCCCC1 | i | 0.7
CN(C)c1ccc(NC(=O)COC(=O)CNC(=O)c2cccs2)cc1 | i | 0.7
CCc1cccc(C)c1NC(=O)COC(=O)CNC(=O)c1cccs1 | i | 1.1
C=CC[C@H](CC(=O)NCCO)C(=O)N[C@H](COC(=O)[C@@H](CC=C)Cc1ccc(F)cc1)Cc1ccccc1 | i | 1.0
COc1cc(OCc2ccc(C)cc2)ccc1CNC[C@H]1O[C@@H](n2cnc(C(N)=O)n2)[C@H](O)[C@@H]1O | i | 1.6
Cc1ccc(C)c(OCCC(=O)N2CCN(S(=O)(=O)c3cc(F)ccc3F)CC2)c1 | i | 2.4
CCCCNC(=O)C1c2ccccc2OCC(=O)N1CC(F)(F)F (configuration not stated) | i | 1.2
COc1ccc([C@H]2CC(=O)C=C(c3cc4ccccc4s3)C2)cc1OC | i | 0.9
O=C(COC(=O)c1c(F)cccc1F)NCc1ccc2c(c1)OCO2 | i | 1.4
O=S(=O)(c1ccc(SCc2ccccc2)nc1)N1CCCC1 | i | 1.1
CC(C)NC(=O)C1(C)CCN1C(=O)C1(c2ccccc2)CC1 (configuration not stated) | i | 1.0

Some of the entries so far, with values under each structure:
Below each compound – Myeloid diff 2, Myeloid diff 2 GFP+ MAC1+ %
CCOC(=O)[C@]12CCCC=C1N(Cc1ccccc1)C(=O)[C@H](CC(=O)NCC13CC4CC(CC(C4)C1)C3)C2
    i, 4.1
O=C(Nc1ncccc1O)c1ccc(Cl)c(S(=O)(=O)N2CCCC2)c1
    i, 1.4
CCCCNC(=O)C1c2ccccc2OCC(=O)N1CC(F)(F)F (configuration not stated)
    i, 1.2

The list goes on.
SMILES | Myeloid diff 2 | Myeloid diff 2 GFP+ MAC1+ %
O=[N+]([O-])c1ccc(C[n+]2cccc(O)c2)cc1 | i | 0.9
CC1CCN(C(=O)c2[nH]cnc2C(=O)NCc2ccc(CNC(=O)OC(C)(C)C)cc2)CC1 | i | 2.1
CCC[C@@H](CN1CCC[C@H]1CN1C(N)=NC[C@@H]1Cc1ccccc1)N1C[C@@H](Cc2ccccc2)N(CCCC2CCCC2)C1=N | i | 2.3
Nc1ccccc1SC(CC(=O)c1ccccc1)c1ccccc1 (configuration not stated) | i | 0.8
COc1ccc(N2CCN(C(=O)COC(=O)c3cc(S(=O)(=O)N(C)C)ccc3N3CCCC3)CC2)cc1 | i | 1.5
COC(=O)C[C@H]1C[C@@H]2c3cc(N(C)C)ccc3O[C@@H]2[C@H](CO)O1 | i | 0.2
Cc1cc(Cl)c(OCCOCCN2CCNCC2)c(Cl)c1 | i | 0.4
CN(C)c1ncnc2c1ncn2C1CCCO1 (configuration not stated) | i | 1.1
Cc1ccccc1CN(C)C(=O)COC(=O)c1ccc2[nH]c(C)c(C)c2c1 | i | 1.2
CC1(C(=O)NS(=O)(=O)C2CC2)CCCN(C(=O)COCc2ccccc2)C1 (configuration not stated) | i | 0.9
COc1cccc(NC(=O)C2(C)CCCN2C(=O)C(C)C)c1 (configuration not stated) | i | 1.1
CCOC(=O)C(=O)N(C)c1c(CC)nc2c(OCc3cccc(OC)c3)cccn12 | i | 0.7
CC(=O)Nc1ccc(C(=O)CN2C(=O)NC3(CCOc4ccccc43)C2=O)c(F)c1 (configuration not stated) | i | 0.6
CC1=C(C(=O)N(C)C)CC(CC(=O)NCCN2CCOCC2)C(=O)N1Cc1ccccc1 (configuration not stated) | i | 0.9
CN(C)c1ccc(S(=O)(=O)N2CCCCC2)cc1NC(=O)CCNC(=O)c1ccc(Cl)cc1 | i | 0.5
CCN(c1ccccc1)S(=O)(=O)c1ccc(OC)c(NC(=O)Cc2ccccc2OC)c1 | i | 0.1
COCCNC(=O)C1CCCN(C(=O)c2cncc(Br)c2)CC1 (configuration not stated) | i | 1.1
CCOc1ncccc1C(=O)Nc1cc(S(=O)(=O)N2CCCCC2)ccc1Cl | i | 0.9
N#Cc1cccc(NC(=O)CNc2cc(S(=O)(=O)N3CCOCC3)ccc2N2CCCC2)c1 | i | 1.0
COc1ccc(Cc2nnc(SCC(=O)c3ccc4c(c3)NC(=O)CO4)o2)cc1 | i | 0.6
CCCn1c(SCC(=O)Nc2ccc(Cl)cc2F)nc(O)cc1=O | i | 0.9
COc1cccc2c1oc1c(SCc3nc4ccccc4[nH]3)nc(C)nc12 | i | 1.5
Cc1cnc(CNC(=O)c2csc([C@@H]3C[C@H](O)[C@@H](CO)O3)n2)cn1 | i | 1.3
CC(C)NC(=O)Nc1ccc2c(c1)C(=O)N([C@H](C)CO)C[C@H](C)[C@@H](CN(C)S(C)(=O)=O)O2 | i | 0.8
CCOC(=O)N1CCC(NS(=O)(=O)c2cc3c(cc2Br)CCN3C(=O)CC)CC1 | i | 0.6
CN(C(=O)c1cccc(NC(=O)Cc2ccc(NC(=O)C3CCCN(C(=O)C4CCCCC4)C3)cc2)c1)C1CCCC1 (configuration not stated) | i | 0.4
Cc1ccc(NC(=O)c2cccc(S(=O)(=O)N3CCN(c4ccccc4)CC3)c2)nc1 | i | 0.8
Cc1cccc(NS(=O)(=O)c2cccc(C(=O)NCC(c3ccc(F)cc3)N3CCOCC3)c2)c1 (configuration not stated) | i | 1.7
COc1c(C=O)c2c(c(OC)c1OC)-c1ccc(OC)c(=O)cc1C(NC(C)=O)CC2 (configuration not stated) | ? | ·
CN(CC(=O)Nc1ccc(F)c(F)c1F)C(=O)Cc1ccc(S(=O)(=O)N2CCOCC2)s1 | i | 0.8
CCN(C[C@H]1N[C@@](CC)(C(=O)OC)[C@H]2C(=O)N(C)C(=O)[C@@H]12)C(=O)Nc1ccc(C(F)(F)F)cc1 | i | 3.0
CC(C)c1ccc(C2OCC(C)([N+](=O)[O-])CO2)cc1 (configuration not stated) | i | 0.7
CC12CCCCC1=CC(=O)CC2 (configuration not stated) | i | 0.9
COc1ccc(S(=O)(=O)N2CCOCC2)cc1NC(=O)CCNC(=O)c1ccc([N+](=O)[O-])cc1 | i | 0.9
C[C@H](CO)N1C[C@H](C)[C@@H](CN(C)S(=O)(=O)c2ccc(-n3cccn3)cc2)OCc2cnnn2CCCC1=O | i | 1.3
CN(/N=C/c1ccccc1)C(=S)c1ccccc1 | i | 0.7
ClC(Cl)(Cl)C1=NCc2nnn(Cc3ccccc3)c2N1 | i | 0.5
Cc1ccccc1C(=O)N(C)[C@H]1C[C@H]2c3[nH]c4ccccc4c3CCN2C(=O)[C@H]1[C@H](C)O | i | 1.8
c1ccc(-c2cnnc(-c3ccccn3)n2)cc1 | i | 1.5
Cc1ccc(NC(=O)COC(=O)Cc2ccccc2)cc1S(=O)(=O)N1CCOCC1 | i | 0.9
COc1cc2c(cc1OC)C(=O)C(c1ccc3c(c1)OCO3)CC2 (configuration not stated) | i | 0.7
O=C(c1cc2c(s1)CCCC2)N1CCN(CCO)CC1 | i | 0.8
CCNC(=O)N(CC)C[C@H]1N[C@@](C)(C(=O)OC)[C@H]2C(=O)N(C)C(=O)[C@@H]12 | i | 0.7
Cc1cccc(C)c1NC(=O)CN(C)C(=O)C1CCN(c2ncnc3sc(C)c(C)c23)CC1 | i | 1.0
C[C@H]1COc2cccc(N3CCN(Cc4ccccc4F)CC3)c2S(=O)(=O)N1 | i | 1.1
CCOC(=O)[C@H]1[C@H]2COc3ccc(Cl)cc3[C@@H]2N2C(=O)CN(C)C(=O)[C@@]12C | i | 1.4
CC(C)(C)NC(=O)C(c1ccccc1F)n1c(=O)c(-c2ccccc2)nc2ccccc21 (configuration not stated) | i | 2.6
COc1ccccc1CN1CCN(C(=O)c2cccc3ccccc23)CC1 | i | 0.5
C(#Cc1c(-c2ccsc2)sc2ccccc12)c1ccsc1 | i | 1.5
CCOC(=O)C1CN(C(=O)OCC)CC1=NNC(N)=O (configuration not stated) | i | 0.4
O=C(COc1ccccc1/C=C1\SC(=S)NC1=O)Nc1ccc(F)cc1 | i | 0.8
COC(=O)c1ccc2nc(-c3ccc(F)cc3)c(Cc3ccsc3)n2c1 | i | 0.5
CCCCC(CC)COP(=O)(OCC(CC)CCCC)OCC(CC)CCCC (configuration not stated) | i | 2.9
Cc1ccccc1Nc1nc(N)nc(COC(=O)[C@@H](NC(=O)c2c(F)cccc2F)C(C)C)n1 | i | 0.3
CC(OC(=O)c1ccc(NC(=O)CC#N)cc1)C(=O)NCCC1=CCCCC1 (configuration not stated) | i | 0.5
COc1ccccc1CCNS(=O)(=O)CCNC(=O)c1ccccc1 | i | 0.9
CC(=O)c1sc(NC(=O)c2cccc(N3C(=O)CCC3=O)c2)nc1-c1ccccc1 | i | 0.6
Cc1ccccc1-c1cnc(C(O)c2ccc(Cl)cc2)[nH]1 (configuration not stated) | i | 0.7
CN(Cc1ccccc1)N=Nc1nc[nH]c1C(N)=O | i | 1.1
CCCNC(=O)c1cc(C2CCCCN2S(=O)(=O)c2ccccc2)on1 (configuration not stated) | i | 1.2
The listing continues.
SMILES | Myeloid diff 2 | Myeloid diff 2 GFP+ MAC1+ %
COc1ccc(C)cc1C1=CC(=O)C[C@H](c2ccc(F)cc2)C1 | i | 1.3
COc1ccccc1N(C)S(=O)(=O)c1ccc(C(=O)NCC2CCCCC2)cc1 | i | 0.6
CC(Oc1ccc(F)cc1)C(=O)Nc1nc(-c2ccccn2)cs1 (configuration not stated) | ? | ·
CCCN1C(=O)/C(=C/c2ccc(OCc3ccc(C(=O)O)cc3)c(OC)c2)NC1=S | i | 0.7
Cc1ccc(S(=O)(=O)N2CCN(C(=O)c3cc(S(=O)(=O)N(C)C)ccc3N3CCCC3)CC2)cc1 | i | 1.3
CC(=O)Nc1cc(-c2cccc(F)c2)cn2c(-c3ccc(S(C)(=O)=O)cc3)cnc12 | i | 1.1
COc1ccc([C@H]2CC(=O)C=C(c3ccccc3OC)C2)cc1OC | i | 1.5
Cc1ccc(S(=O)(=O)NN=C2CC3CC2C2CCCC32)cc1 (configuration not stated) | i | 0.9
COC(=O)c1cc(NC(=O)CC(=O)c2cccc(N)c2)cc(C(=O)OC)c1 | i | 0.6
Cc1cc2nc(-c3ccc(F)cc3)c(Cc3ccccc3)n2c(C)c1Br | i | 1.1
CCn1c(SCC(=O)N(C)C2CCCCC2)nc2cc(S(N)(=O)=O)ccc21 | i | 0.4
Cc1ccc(SCC(=O)OCC(=O)NCCC2=CCCCC2)cc1 | i | 1.4
Cc1ccc(C(=O)NC(=S)N2CCCCCC2)cc1 | i | 0.2
COc1ccc(C(=O)Nc2ccc3[nH]ccc3c2)cc1OC | i | 0.8
COCCN(C(=O)COC(=O)CCc1ccccc1OC)c1c(N)n(Cc2ccccc2)c(=O)[nH]c1=O | i | 1.1
CC(C)(C)c1ccc(CC(=O)N2CCC2(C)C(=O)NS(=O)(=O)c2ccc3c(c2)CCO3)cc1 (configuration not stated) | i | 0.7
CCCNC(=O)C1(C)CCN1C(=O)Cc1ccc(C(C)C)cc1 (configuration not stated) | i | 1.3
Cc1ccccc1CN1C(=O)CN(S(C)(=O)=O)CC1(C)C(=O)NC(C)C (configuration not stated) | i | 3.1
C=CCN(c1ccccc1OC)S(=O)(=O)c1ccc(Cl)c(C(=O)NCc2ccco2)c1 | + | 2.8*
CC(=O)OC1CCC2(C)C(CCC3C2CC(=O)C2(C)C3CC(C3CCCC3=O)C2C(C)=O)C1 (configuration not stated) | i | 0.6

Given field by field: part of the list above.
CC(C)(C)c1ccc(CC(=O)N2CCC2(C)C(=O)NS(=O)(=O)c2ccc3c(c2)CCO3)cc1 (configuration not stated)
  Myeloid diff 2: i; Myeloid diff 2 GFP+ MAC1+ %: 0.7
Cc1ccc(S(=O)(=O)NN=C2CC3CC2C2CCCC32)cc1 (configuration not stated)
  Myeloid diff 2: i; Myeloid diff 2 GFP+ MAC1+ %: 0.9
COc1ccccc1N(C)S(=O)(=O)c1ccc(C(=O)NCC2CCCCC2)cc1
  Myeloid diff 2: i; Myeloid diff 2 GFP+ MAC1+ %: 0.6
CCCNC(=O)C1(C)CCN1C(=O)Cc1ccc(C(C)C)cc1 (configuration not stated)
  Myeloid diff 2: i; Myeloid diff 2 GFP+ MAC1+ %: 1.3

Following part
SMILES | Myeloid diff 2 | Myeloid diff 2 GFP+ MAC1+ %
CC(C)(C)NCC(O)COc1cccc2c1CCC(=O)N2 (configuration not stated) | i | 2.3
O=C(CSc1nc(=O)n2cc(Cl)ccc2n1)Nc1ccc2c(c1)OCCO2 | i | 1.4
NS(=O)(=O)c1ccc(NC(=O)CSc2nnc3n2CCCCC3)cc1 | i | 0.7
O=C(CCN1CCN(c2ccccc2)CC1)NNC(=O)Cc1ccc(Br)cc1 | i | 1.0
Cc1cccc(S(=O)(=O)Nc2cc(Cl)ccc2N2CCOCC2)c1 | i | 0.8

Single records (already shown). Order of values: Myeloid diff 2, Myeloid diff 2 GFP+ MAC1+ %
CC(C)(C)NCC(O)COc1cccc2c1CCC(=O)N2 (configuration not stated) reads i, 2.3
O=C(CSc1nc(=O)n2cc(Cl)ccc2n1)Nc1ccc2c(c1)OCCO2 reads i, 1.4
O=C(CCN1CCN(c2ccccc2)CC1)NNC(=O)Cc1ccc(Br)cc1 reads i, 1.0
NS(=O)(=O)c1ccc(NC(=O)CSc2nnc3n2CCCCC3)cc1 reads i, 0.7

Screening data deposited in PubChem by NMMLSC.
